influenza NS1A: H1N1 influenza NS1A inhibitors, functional cell based assay (AID 504329). inhibition, % at 12.5 µM, or IC50 in µM where a hit was titrated. actives 0.3% (n = 340,000). NS1A functional cell-based assay, percent inhibition; higher % means a stronger effect; in the data active = a potency from the dose series; inconclusive = inhibition above about 27% without an active follow-up result; also: strong numbers were not always called active
inhibitors of VEEV: inhibitors of VEEV TC-83 cytopathic effect, confirmation, Vero cells (AID 588727); inhibition, % at 20 µM; hits with a dose series show IC50 in µM; actives 0.13% (n = 350,000); Vero cells, VEEV TC-83 cytopathic effect inhibition; higher % means a stronger effect; in the data active = a potency from the dose series; inconclusive = inhibition mostly from about 14% at the one dose, without a potency; inactive = the rest, 99 in 100 with inhibition below about 12%; also: strong numbers were not always called active
M. tuberculosis HTS: M. tuberculosis growth inhibition, HTS (AID 449762); M. tuberculosis H37Rv growth inhibition, 7H9 media; higher % means a stronger effect; inhibition, % at 25 µM; hits with a dose series show IC50 in µM; actives 0.59% (n = 330,000); in the data active = a potency from the dose series; inconclusive = inhibition above about 70% without an active follow-up result;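 also: bacterial growth assessed after seven days of incubation; strong numbers were not always called active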
PhoP GFP inhibition: Inhibition of PhoP regulon, Salmonella typhi GFP reporter cells, confirmation, 4 h (AID 1850). Salmonella Typhi PhoP-promoter GFP reporter, fluorescence, 4 h; higher % means a stronger effect. inhibition, % at 50 µM; hits with a dose series show IC50 in µM. actives 0.33% (n = 310,000); in the data active = a potency from the dose series; inconclusive = inhibition mostly from about 25% at the one dose, without a potency; inactive = the rest, 99 in 100 with inhibition below about 19%;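 also: 0% = induced wells with vehicle and 100% = uninduced wells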
M. tuberculosis: growth inhibition of non-replicating M. tuberculosis (AID 488890); Mycobacterium tuberculosis non-replicating, growth inhibition; higher % means a stronger effect; actives 0.39% (n = 320,000); inhibition, % at 25 µM, or IC50 in µM where a hit was titrated; in the data active = a potency from the dose series; inconclusive = inhibition mostly from about 82% at the one dose, without a potency; inactive = the rest, 99 in 100 with inhibition below about 76%;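 also: plate controls were DMSO cells for no effect and high antibiotic wells for full effect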
inhibitors of VEEV 10K pilot screen: second read-out of inhibitors of VEEV, no call of its own (marks repeat the call); inhibition, %; measured here: 10K pilot screen inhibition
The depositor's hits bear a star; i = inactive; ? = inconclusive; / = no result given.

Start of the listing, in advance:
SMILES	influenza NS1A	inhibitors of VEEV	M. tuberculosis HTS	PhoP GFP inhibition	M. tuberculosis	others
Cc1ccc(C(=O)CCC(=O)CCC(=O)O)cc1	2.2%	4.3%	-3.1%	-9.9%	1.3%
OC(c1ccccc1)c1cccnc1 (stereo unspecified)	1.1%	1.1%	6.4%	-5.6%	18.0%
O=C(CN(C(=O)CNC(=O)c1cccs1)c1ccc2c(c1)OCCO2)NC1CCCC1	0.5%	1.2%	2.4%	-6.2%	11.4%
CC1Cc2cc(/C(O)=C3/C(=O)C(=O)N(Cc4cccnc4)C3c3cccc(O)c3)ccc2O1 (stereo unspecified)	1.1%	0.5%	-9.4%	4.3%	-8.6%
O=C(NCCC1=CCCCC1)C(=O)NCC1OCCCN1S(=O)(=O)c1ccccc1 (stereo unspecified)	-3.8%	0.6%	0.5%	0.1%	66.8%

The list itself (from the top)
SMILES	influenza NS1A	inhibitors of VEEV	M. tuberculosis HTS	PhoP GFP inhibition	M. tuberculosis	others
Cc1ccc(C(=O)CCC(=O)CCC(=O)O)cc1	2.2%	4.3%	-3.1%	-9.9%	1.3%
OC(c1ccccc1)c1cccnc1 (stereo unspecified)	1.1%	1.1%	6.4%	-5.6%	18.0%
O=C(CN(C(=O)CNC(=O)c1cccs1)c1ccc2c(c1)OCCO2)NC1CCCC1	0.5%	1.2%	2.4%	-6.2%	11.4%
CC1Cc2cc(/C(O)=C3/C(=O)C(=O)N(Cc4cccnc4)C3c3cccc(O)c3)ccc2O1 (stereo unspecified)	1.1%	0.5%	-9.4%	4.3%	-8.6%
O=C(NCCC1=CCCCC1)C(=O)NCC1OCCCN1S(=O)(=O)c1ccccc1 (stereo unspecified)	-3.8%	0.6%	0.5%	0.1%	66.8%
Cc1c(C(=O)Nc2ccc(-n3cnnn3)cc2)oc2ccccc12	3.3%	i	6.9%	11.1%	-5.4%
CC(C)NC(=O)c1cc2c(s1)CCCC2	4.6%	4.9%	0.3%	-8.6%	3.7%
S=c1[nH]ncn1/N=C/c1cccc(Oc2ccccc2)c1	6.9%	1.0%	-6.7%	-8.8%	30.0%
COc1ccc(-c2[nH]nc3oc(=O)c(CCO)c(C)c23)cc1	-0.7%	5.3%	-1.6%	-0.3%	7.0%
CC(C)(C)N(NC(=O)c1ccccc1)C(=O)c1ccc(C(=O)N(NC(=O)c2ccccc2)C(C)(C)C)cc1	-4.3%	0.4%	3.0%	-4.8%	-7.5%
CCOC(=O)N1C(=O)[C@](c2ccc(Cl)cc2)(C(C)C)N1C(=O)OCC	-4.6%	6.2%	3.5%	-6.8%	10.2%
Cn1c(N=Nc2ccc(N3CCOCC3)cc2)[n+](C)c2ccccc21	8.01µM*	0.1%	/	/	/
Cn1c(=O)[nH]c(=O)c2c1ncn2CCN1CCOCC1	-4.6%	i	1.8%	-8.5%	-10.4%
N#C/C(=C\N1CCOCC1)c1ccccc1	8.5%	1.7%	-0.5%	21.7%	7.8%
COc1cccc(Oc2nccc(N(C)C)c2C#N)c1	/	1.3%	-2.0%	8.8%	5.2%
N/C(=N\OC(=O)C12CC3CC(CC(C3)C1)C2)c1ccncc1	/	3.2%	8.2%	2.5%	2.2%
O=C(Nc1ccc(F)c(F)c1)C1CCN(S(=O)(=O)c2cccc3nonc23)CC1	-5.2%	i	-5.7%	-17.8%	0.4%
O=C(Cc1ccc(Cl)cc1)Nc1ccc2c(c1)C(=O)NC2=O	5.3%	i	8.2%	-2.3%	-0.9%
Nc1n[nH]c(-c2ccccc2[N+](=O)[O-])n1	-4.2%	2.7%	-5.6%	-9.8%	-12.5%
Cn1nnc2c(C(N)=O)ncn2c1=O	/	/	-1.8%	-22.3%	-4.4%
CC(=O)c1cccc(NC(=O)CC2SC(N3CCCCC3)=NC2=O)c1 (stereo unspecified)	-2.6%	11.3%	-2.5%	14.0%	-17.9%
CCOC(=O)C1(Cc2ccc(OC)cc2)CCN(C(=O)C2CCCO2)CC1 (stereo unspecified)	5.5%	i	1.6%	0.1%	-20.1%
O=C(CCS(=O)(=O)Cc1ccccc1)N1CCN(Cc2ccccc2)CC1	-3.3%	0.7%	-6.7%	-8.5%	6.0%
CC1=C(C(=O)OCc2ccccc2)C(c2ccc(Cl)cc2)NC(=O)N1C (stereo unspecified)	1.8%	0.4%	7.1%	6.9%	67.4%
O=C(CSc1nnc(-c2ccncc2)n1CC1CCCO1)Nc1ccccc1Cl (stereo unspecified)	2.5%	1.3%	6.7%	-13.5%	-4.4%
CCSc1nnc(-c2cnn(-c3ccccc3)c2-n2cccc2)n1C	-2.8%	1.9%	-15.0%	-4.5%	8.0%
CCCC1(C(=O)OC)NC(c2ccco2)C2C(=O)N(C)C(=O)C21 (stereo unspecified)	-4.4%	0.9%	4.4%	-6.5%	-7.5%
COc1ccc(NC(=O)c2cccnc2Nc2ccccc2)cc1	7.1%	i	-8.8%	-15.7%	-13.1%
Cc1cnc(NC(=O)CCCSc2nc3ccccc3s2)s1	-4.7%	i	6.2%	-2.2%	72.2%
O=C(Nc1ccc(-n2ccnc2P(=O)(O)c2ccccc2)cc1)c1ccccc1Br	-0.8%	i	-6.5%	13.7%	18.0%
CCOC(=O)C1CCN(C(=O)c2oc3ccc(S(=O)(=O)N4CC(C)CC(C)C4)cc3c2C)CC1 (stereo unspecified)	-3.1%	3.7%	-8.6%	-9.1%	9.1%
O=C1CCCc2nn(-c3ccccc3)nc21	0.4%	2.6%	3.1%	-4.8%	-5.2%
CCOC(=O)C(C)NC(=O)c1cn(-c2ccc(OC)cc2)c(=O)c2ccccc12 (stereo unspecified)	-20.9%	0.5%	3.2%	-1.9%	1.4%
COc1ccc(Br)cc1CN1CCN(c2ncccn2)CC1	-16.9%	2.6%	1.2%	-5.6%	16.4%
CCNc1ccc(S(=O)(=O)N(C)C)cc1NCC(=O)Nc1ccccc1Cl	5.2%	9.9%	-7.1%	1.3%	-0.1%
O=C1CCCN1CCCNc1ncnc2c1[nH]c1ccccc12	9.1%	4.2%	-1.2%	-5.0%	-4.6%	inhibitors of VEEV 10K pilot screen=2.1
COCCCNC(=O)CNC(=O)c1nn(-c2ccc(OC)c(Cl)c2)c(=O)c2ccccc12	-5.8%	0.2%	3.3%	7.6%	-6.0%
COc1cc(NC(=S)NC(=O)CC(C)C)ccc1NC(=O)c1cc2ccccc2o1	3.0%	0.3%	1.8%	11.0%	-7.4%
Nc1ccc2c(c1)ncn2CCCn1cnc2cc(N)ccc21	-3.6%	0.3%	4.0%	-5.2%	-10.0%
CC(=O)c1c(O)cc(=O)n(-c2ccccc2)c1-c1ccc(C)cc1	-22.5%	0.3%	-6.9%	-6.2%	82.4%
CCOC(=O)CSc1nc2ccccc2c(=O)[nH]1	5.0%	1.2%	-3.5%	/	/
COc1cc(C(=O)N2CCCCCCC2)ccc1OC1CCN(C(C)=O)CC1	-3.0%	1.8%	3.0%	-4.7%	33.9%
CC(C)CC(=O)N1CCN(Cc2ccc(Br)cc2)CC1	-3.2%	i	-0.7%	-3.9%	-2.8%
CC(CN(C)C)CN1c2ccccc2Sc2ccccc21 (stereo unspecified)	7.8%	i	4.4%	17.3%	30.7%
O=C(COC(=O)C1COc2ccccc2O1)Nc1ccccc1OC(F)F (stereo unspecified)	-10.8%	0.0%	9.8%	/	-9.9%
COC(=O)c1c(NC(=O)CCl)sc(C(=O)N2CCOCC2)c1C	-1.2%	?	2.19µM*	-0.7%	76.7%
O=C(Nc1c(C(=O)N2CCN(c3ccccn3)CC2)oc2ccccc12)c1cccc([N+](=O)[O-])c1	3.9%	2.6%	5.5%	9.4%	21.6%
O=C(O)CCSc1nc2ccccc2c(=O)[nH]1	4.1%	5.2%	3.1%	4.6%	-3.2%

Four entries from above, arranged by length of the SMILES, rising:
SMILES	influenza NS1A	inhibitors of VEEV	M. tuberculosis HTS	PhoP GFP inhibition	M. tuberculosis	others
O=C(O)CCSc1nc2ccccc2c(=O)[nH]1	4.1%	5.2%	3.1%	4.6%	-3.2%
COC(=O)c1c(NC(=O)CCl)sc(C(=O)N2CCOCC2)c1C	-1.2%	?	2.19µM*	-0.7%	76.7%
COc1cc(NC(=S)NC(=O)CC(C)C)ccc1NC(=O)c1cc2ccccc2o1	3.0%	0.3%	1.8%	11.0%	-7.4%
O=C(Nc1c(C(=O)N2CCN(c3ccccn3)CC2)oc2ccccc12)c1cccc([N+](=O)[O-])c1	3.9%	2.6%	5.5%	9.4%	21.6%

(continued)
SMILES	influenza NS1A	inhibitors of VEEV	M. tuberculosis HTS	PhoP GFP inhibition	M. tuberculosis	others
Cc1ccc(O)c(Nc2nc(-c3ccccc3)nc3ccccc23)c1	3.4%	2.6%	-2.8%	8.8%	-4.2%
O=C(NC1CCCCC1)C(c1ccccn1)N(C(=O)c1csnn1)C1CC1 (stereo unspecified)	/	0.4%	-13.7%	5.5%	-3.9%
O=C(CSc1nnc(COc2ccc(F)cc2)o1)N1c2ccccc2CCc2ccccc21	2.3%	0.8%	9.5%	-10.0%	33.8%
O=C1CC(/C=C/c2ccc([N+](=O)[O-])cc2)=Nc2ccccc2N1	-0.4%	0.8%	-2.7%	-1.9%	/
CCC(=O)N1N=C(c2ccccc2)CC1c1ccc([N+](=O)[O-])cc1 (stereo unspecified)	2.2%	i	2.7%	3.9%	22.2%
N#Cc1ccccc1S(=O)(=O)Nc1ccc2c(c1)C(=O)OC2	-0.6%	i	2.7%	-37.1%	-4.0%
COc1ccc(NC(C)=O)cc1NC(=O)CN1CCN(c2ccccn2)CC1	-2.0%	i	-1.1%	5.1%	4.2%
O=c1c2c3n(c(=S)nc2[nH]n1-c1ccccc1)CCCCC3	-6.0%	1.5%	-1.1%	-7.2%	-8.4%
O=c1c2[nH]c3ccc(F)cc3c2ncn1CCC1=CCCCC1	-17.1%	0.1%	3.1%	8.8%	-3.7%
Cc1cc(Cl)c(C)c(S(=O)(=O)N2CCN(CC(=O)N3CCOCC3)CC2)c1Cl	-2.9%	0.7%	-3.3%	/	9.0%
O=C(Nc1ccccn1)C1CCCN(c2ncnc3c2nc2n3CCCCC2)C1 (stereo unspecified)	5.1%	11.0%	-0.1%	-1.1%	6.8%
c1coc(-c2nc(-c3ccncc3)no2)c1	-6.1%	4.2%	8.1%	-12.8%	14.3%
COc1ccccc1NC(=O)C1CCCN(c2nc(C)cc(C)n2)C1 (stereo unspecified)	-1.1%	8.2%	-3.8%	4.5%	1.8%
CCCCCCCCCSc1n[nH]c(N)n1	2.5%	i	10.2%	-0.2%	46.7%
CCn1c(CNC(=O)C(C)(C)C)nc2ccccc21	-1.7%	1.0%	1.9%	-4.0%	28.6%
CC(C)CCNC(=O)C(c1ccco1)N(Cc1cccs1)C(=O)Cn1nnc2ccccc21 (stereo unspecified)	4.4%	6.1%	/	/	/
COc1cccc(NC(=O)CSc2nc3ccccc3nc2N2CCOCC2)c1	-5.2%	12.8%	-6.0%	-10.6%	-11.2%	inhibitors of VEEV 10K pilot screen=10.6
CCOc1ccc(N2C(=O)/C(=C/c3ccco3)N(C)C2=S)cc1	-3.8%	0.2%	?	11.5%	0.0%
CCOc1ccc(-c2cc(C)[n+](CCO)c(-c3ccc(OCC)cc3)c2)cc1	1.6%	i	4.2%	-1.6%	70.6%
COc1ccccc1NC(=O)CC(c1ccc(OC(C)C)cc1)c1ccccc1OC (stereo unspecified)	-3.3%	10.5%	14.7%	1.3%	23.6%
CS(=O)(=O)c1ccc(CNC(=O)C2(C(F)(F)F)CC(CCCO)CCCO2)cc1 (stereo unspecified)	/	/	1.0%	-4.7%	-1.0%
Brc1cccc(-c2nnc3sc(CN4CCCCC4)cn23)c1	10.9%	4.6%	-8.2%	6.1%	0.5%
O=C(CSc1nnc(-c2ccccc2)c(-c2ccccc2)n1)NCc1ccco1	2.4%	5.8%	5.2%	-2.1%	10.9%
CCn1ccnc1CN(C)Cc1cn(-c2cc(C)ccc2C)nc1-c1ccccc1	7.7%	3.8%	?	6.7%	?
CCOC(=O)c1cc2c(c(-c3ccccc3)n1)[C@@H](CCO)N(S(=O)(=O)C(C)(C)C)C2	-6.1%	2.1%	/	/	/
O=C(Nc1nnc(-c2ccc(F)cc2)s1)c1ccco1	3.0%	4.7%	-6.6%	3.0%	-9.1%
CCN(C(=O)C=Cc1ccco1)c1ccccc1	-0.6%	4.8%	/	/	/
Cc1ccc(F)cc1NC(=O)C12CC3CC(C1)CC(n1cnc([N+](=O)[O-])n1)(C3)C2	3.0%	1.3%	-4.7%	-3.7%	5.5%
O=C(Nc1ccccc1)ON=C1CCCC1	0.7%	0.1%	-0.3%	-28.3%	/
COCCCN(C(=S)Nc1ccc(OC)cc1)C(C)c1ccncc1 (stereo unspecified)	-13.1%	i	6.4%	5.2%	0.1%

Screens: PubChem BioAssay, Southern Research Specialized Biocontainment Screening Center
